FXIa inh 1536 – factor XIa (human) inhibition | inhibition, % at 5 µM | 220,000 compounds, 0.14% hits | P03951 | purified FXIa, Boc-Glu-Ala-Arg-AMC fluorogenic substrate;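 active = inhibition of at least 40%; inactive = inhibition below 40%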;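 note: fluorescence of freed AMC excited at 355 nm; 0% = enzyme without compound and 100% = no enzyme blank; many of its hits are not listed in these tables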
Rad51 HR inh – Rad51 (human) homologous recombination inhibition | Q06609 | hRad51 DNA strand exchange, fluorescence dequenching | inhibition, % at 10 µM | 200,000 compounds, 0.085% hits;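 active = inhibition above 40% at the single screening dose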;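 note: 0% = DMSO control wells and 100% = blanks with heterologous ssDNA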
Target sequence (Q06609 whole entry, looked up): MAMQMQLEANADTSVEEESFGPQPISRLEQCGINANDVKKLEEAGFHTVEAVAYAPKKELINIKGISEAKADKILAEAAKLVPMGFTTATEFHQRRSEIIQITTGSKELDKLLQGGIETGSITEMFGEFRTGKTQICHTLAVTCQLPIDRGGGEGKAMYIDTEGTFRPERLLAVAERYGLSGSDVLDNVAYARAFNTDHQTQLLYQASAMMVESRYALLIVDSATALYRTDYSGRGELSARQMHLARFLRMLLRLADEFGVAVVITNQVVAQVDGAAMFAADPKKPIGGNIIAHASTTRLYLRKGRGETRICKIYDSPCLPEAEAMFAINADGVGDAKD
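Assay system: Human Rad51 nucleoprotein filaments preassembled on unlabelled ssDNA | Reagent: Donor/quencher-labelled 47-bp dsDNA substrate | Doses: One concentration, 10 µM final | Times: 37 °C 15-min filament assembly, 30-min compound preincubation, 15-min exchange | Technique: Fluorescein emission 520 nm, excitation 485 nm | Benchmarks: Plate control and blank wells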
m-calpain inh – calpain II (pig) inhibition; purified calpain II, fluorogenic peptide substrate, 30 min; inhibition, % at 16 µM; 220,000 compounds, 0.37% hits; AID 1236;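 active = inhibition above about 50%, limit read from the data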
PERK inhibitor – blocks human PERK kinase. Q9NZJ5. CHO PERK-DD fusion, SEAP luminescence translation reporter. inhibition, % at 5.6 µM. 220,000 compounds, 0.17% hits. AID 1416;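 active = inhibition above the mean inhibition of all tested compounds plus 3 SD, set separately per screening campaign, cut at about 2.9% in these data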;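 note: PERK kinase domain activated by AP20187 dimerizer at 100 nM; 0% = DMSO with dimerizer and 100% = rapamycin at 8.4 µM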
hK5 inh – inhibitors of human kallikrein 5; Q9Y337; recombinant hK5, fluorogenic AMC substrate cleavage; inhibition, % at 5 µM; 210,000 compounds, 0.59% hits; AID 873;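 active = inhibition of 40% or more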;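 note: 0% = enzyme controls without compound and 100% = no-enzyme blanks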
Furin inhibitor – inhibitors of human furin; 220,000 compounds, 0.061% hits; P09958; inhibition, % at 30 µM; purified furin, fluorogenic substrate cleavage; in the data active = inhibition above about 25%; note: inactives centre near -15
Cl transport mod – KCC2 (human) Cl- transport modulation. Q9H2X9. KCC2 cells, thallium flux FluoZin-2 fluorescence. AID 1456. 190,000 compounds, 2.2% hits. B-score of Tl+ flux slope (higher = more flux/activation; lower = inhibition) at 10 µM;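 active = thallium flux slope and its plate-corrected score both differing from the plate sample mean at a set confidence after two filtering rounds, in either direction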;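 note: slope of fluorescence scaled to starting intensity during 10 to 20 s after thallium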
Thrombin inh – inhibitors of human thrombin | 220,000 compounds, 0.26% hits | alpha-thrombin, Boc-VPR-AMC fluorogenic substrate cleavage | AID 1046 | P00734 | inhibition, % at 5 µM;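 active = inhibition at or above 40%; inactive = inhibition below 40%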;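 note: 0% = enzyme with no compound and 100% = wells without enzyme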
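System: Human alpha-thrombin protein | Medium: pH 7.5 Tris (50 mM) with NaCl 150 mM, Tween 20 0.05% | Times: Enzyme reaction carried out at room temperature | Detection: AMC fluorescence, 355/460 nm | Evaluation: Percent inhibition scaled between no-compound controls and no-enzyme blanks | Benchmarks: Enzyme without compound as high, wells lacking enzyme as low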
FXIIa inh 1536 – factor XIIa (human) inhibition; purified FXIIa, Boc-QGR-AMC fluorogenic substrate, 2 h; P00748; inhibition, % at 5 µM; AID 800; 220,000 compounds, 0.3% hits; in the data active = inhibition above about 40%;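 note: 0% = enzyme with no compound and 100% = blank without enzyme; many of its hits are not listed in these tables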
Target sequence (P00748 20-372 limits assumed): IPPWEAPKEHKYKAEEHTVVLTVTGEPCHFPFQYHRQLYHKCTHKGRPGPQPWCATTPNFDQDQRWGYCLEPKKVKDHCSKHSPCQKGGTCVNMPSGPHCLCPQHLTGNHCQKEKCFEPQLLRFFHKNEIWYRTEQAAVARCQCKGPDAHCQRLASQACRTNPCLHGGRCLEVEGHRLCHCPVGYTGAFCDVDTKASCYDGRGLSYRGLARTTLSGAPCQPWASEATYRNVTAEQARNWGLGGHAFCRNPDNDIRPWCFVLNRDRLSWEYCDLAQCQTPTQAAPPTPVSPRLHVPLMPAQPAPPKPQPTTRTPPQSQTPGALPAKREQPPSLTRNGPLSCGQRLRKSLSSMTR
Target sequence (P00748 373-615 limits assumed): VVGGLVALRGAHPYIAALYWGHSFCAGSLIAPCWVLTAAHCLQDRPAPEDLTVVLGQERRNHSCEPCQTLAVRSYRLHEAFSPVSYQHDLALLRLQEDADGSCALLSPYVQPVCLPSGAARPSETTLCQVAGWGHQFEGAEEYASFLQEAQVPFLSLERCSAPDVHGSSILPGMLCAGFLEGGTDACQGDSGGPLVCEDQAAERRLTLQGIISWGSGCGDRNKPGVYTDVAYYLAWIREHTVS
Numbers without * were called inactive; i = inactive; / = not tested or not shown; & = joins results of further samples; [ ] = dose if it differs, or a comment. This is a subset; rates above refer to the full screens.

SMILES | FXIa inh 1536 | Rad51 HR inh | m-calpain inh | PERK inhibitor | hK5 inh | Furin inhibitor | Cl transport mod | Thrombin inh | FXIIa inh 1536
COC(=O)c1c(NC(=O)CN2CCN(C(=O)c3ccco3)CC2)c2cc(C)ccc2n1C | 4 | 1 | -39 | -1.6 | -21 | -9 | -1.4 | 7 | 10
CC1CCCCN1Cc1c(O)ccc2c(=O)c(-c3nc4ccccc4s3)c(N)oc12 (stereo unspecified) | 4 | 11 | -114 | 0.0 | -15 | -30 | 1 | -1 | 5
CCc1ccc(-c2ccc(SCC(=O)Nc3nnc(C)s3)nn2)cc1 | -3 | 13 | 9 | -0.3 | -1 | -14 | -0.65 | 5 | 4
Cc1cc(N)nc2nc(C(F)(F)F)nn12 | -4 | -25 | 12 | 0.5 | -11 | -10 | -0.82 | 3 | 2
O=C(Nc1ccc(S(=O)(=O)N2CCc3ccccc3C2)cc1)c1ccccc1 | 4 | 5 | -15 | 0.5 | -14 | -8[20 µM] | 1.4 | -6 | 16
COC(=O)c1ccc(N)nc1 | -2 | 11 | 2 | 0.7 | -16 | -26 | -0.15 | 5 | 1
CCCCn1ccnc1C(=O)c1cccc(S(=O)(=O)N2CC(C)CC(C)C2)c1 (stereo unspecified) | -11 | -6 | -1 | -2.0 | 8 | -13[20 µM] | / | 3 | 18
CCN(CC)CCCNC(=O)c1ccc(OCC(=O)Nc2ccccc2C(F)(F)F)c(OC)c1 | -7 | 13 | -15 | 0.2 | -5 | -16 | 0.41 | 8 | -1
CC1CCN(CC(O)COc2ccc(F)cc2)CC1 (stereo unspecified) | 7 | 2 | -13 | 0.6 | -6 | -27 | / | 2 | 13
O=C1c2ccccc2C(=O)N1CCSc1ccccc1 | 7 | -3 | 8 | 0.3 | -9 | -17[20 µM] | / | 3 | 28
O=C(CSc1nnc(Cc2ccccc2)n1-c1ccccc1)N1CCOCC1 | 5 | -39 | -44 | 0.0 | 3 | -22 | / | 2 | 9
CCC1(C)Cc2ccccc2C(=O)N1 (stereo unspecified) | 3 | 5 | -1 | 0.9 | 3 | -21 | 0.27 | 0 | 7
O=C1COc2ccc(-c3csc(NCC4CCCO4)n3)cc2N1 (stereo unspecified) | 1 | 1 | 14 | 1.4 | 3 | -17 | -0.00072 | -2 | 8
O=C(CC1S/C(=N/N=C/c2c[nH]c3ccccc23)NC1=O)Nc1ccccc1 (stereo unspecified) | -2 | -6 | 7 | 0.1 | -13 | 0 | 1.6 | -10 | -5
CCOCCCn1cnc2c(c1=O)c1nc3ccccc3nc1n2-c1ccc(C)cc1 | 5 | 0 | -132 | -0.2 | -10 | -5 | -0.078 | 4 | 5
CC(C)COc1ccc(Br)cc1CNC(C)(C)C | 3 | / | 28 | 0.1 | / | -23 | -0.27 | 0 | 11
COc1ccc(NC(=O)COC(=O)/C=C/c2ccccc2[N+](=O)[O-])cc1 | 1 | 10 | -8 | 0.7 | -6 | -25 | -0.21 | -5 | 0
O=C(O)CCCCC1SCC2NC(=O)NC21 (stereo unspecified) | 3&-8 | 17 | 14&23 | 1.2&-0.9 | 2&6 | -18 | 0.69&-2.3 | 3 | 11&4
N#CCSc1nnc2c(Cl)cc(Cl)cn12 | -5 | -1 | -16 | 1.1 | 8 | -21 | 0.54 | -2 | 0
COc1ccc(CNc2ccc3c(c2)nc(C)n3C)cc1 | 3 | 2 | -55 | -0.6 | -17 | -25 | -0.0078 | -9 | 12
Cc1ccc(C)c(C(=O)CSc2nnnn2-c2cccnc2)c1 | 6 | -2 | -17 | 0.5 | -10 | -12 | / | -5 | 8
Cc1cc(C(=O)CN2C(=O)c3ccccc3S2(=O)=O)c(C)n1CC1CCCO1 (stereo unspecified) | 1 | 2 | 15 | -0.1 | -4 | -22 | 0.41 | -20 | -3
CC(C)(C)NC(=O)NC(=O)COC(=O)CNS(=O)(=O)/C=C/c1ccccc1 | -2 | -34 | 40 | 0.3 | -8 | -8 | 0.069 | -10 | 13
O=[N+]([O-])c1cccc(/C=N/n2c(-c3cccnc3)n[nH]c2=S)c1 | 3 | -4 | -8 | 0.4 | -15 | -10 | -0.38 | -4 | 8
CCOC(=O)c1ccc(OS(=O)(=O)c2ccccc2)c(OC)c1 | 3 | 6 | 4 | 0.3 | -13 | 3 | -0.32 | -3 | 6
SMILES | FXIa inh 1536 | Rad51 HR inh | m-calpain inh | PERK inhibitor | hK5 inh | Furin inhibitor | Cl transport mod | Thrombin inh | FXIIa inh 1536
COC(=O)c1csc(S(=O)(=O)N2CCCCC2)c1OC | -1 | -4 | 16 | 1.0 | 4 | -23 | 0.26 | 2 | 11
CCc1nccn1C(=O)c1cnn2c(C(F)F)cc(-c3ccc(C)cc3)nc12 | -2 | -1 | i | -0.6 | -24 | -12 | -0.44 | 77* | 3
COC(=O)c1c(NC(=O)COC(=O)CCS(=O)(=O)c2ccc(C)cc2)sc(C)c1C | -4 | 20 | 12 | -0.5 | -11 | 6 | 1 | 1 | -2
O=C(c1ccc2ccccc2n1)N1CCN(c2ccccc2Cl)CC1 | 0 | -4 | 30 | -0.2 | 0 | -24 | -1.3 | -3 | 4
CC1C/C(=C/c2cccn2C)C(=O)/C(=C/c2cccn2C)C1 (stereo unspecified) | 22 | -172 | 2 | -0.1 | 4 | -2[20 µM] | i | 1 | 34
COCc1ccc(CN2CCc3c([nH]c4ccccc34)C2CC(C)C)o1 (stereo unspecified) | -3 | / | -50 | 2.1 | / | -24 | -0.84 | -5 | 3
OCCCNc1cc(-c2ccnc(Nc3cccc(Cl)c3)n2)ccn1 | -2 | 5 | -14 | / | -1 | -19 | -1.5 | -8 | 1
COc1ccccc1C(=O)O/N=C(/C)c1ccc(N2C(=O)C3CCCCC3C2=O)cc1 (stereo unspecified) | -7 | 1 | 54* | -1.0 | 5 | -6 | -0.55 | -4 | -7
Cc1cc(C)c2c(n1)sc1c(N3CCCCC3)ncnc12 | 0 | -9 | 10 | -1.1 | 2 | -13 | 0.21 | -4 | 1
O=C(Cn1nnc(-c2ccccc2)n1)NNC(=O)c1ccco1 | -4 | 0 | -6 | 1.3 | 0 | -24 | / | -5 | 5
O=S(=O)(NCc1ccccn1)c1ccccc1 | -2 | 1 | -19 | 0.2 | -8 | -11[20 µM] | / | 1 | -3
CCCCCCCC#Cc1ccccc1/C=N/S(=O)c1ccc(C)cc1 (stereo unspecified) | 5 | / | -4 | -0.3 | -9 | -20 | 0.33 | 0 | 14
CCCCCCNC(=O)c1ncn[nH]1 | 2 | 23 | 4 | -0.2 | 1 | -15 | 0.79 | 1 | 13
C/C(CCc1ccccc1)=N\NC(=O)c1ccc(CN2CCOCC2)cc1 | -5 | -5 | -7 | 0.7 | -4 | -20 | 0.26 | -10 | 1
CCC(=O)/C=C1\Sc2ccc(OC)cc2N1CC | 3 | 2 | 8 | -0.2 | 4 | -4 | -0.78 | -17 | -1
c1ccc(-c2nn3c(-c4ccco4)nnc3s2)nc1 | 1 | 5 | -23 | 0.6 | -28 | -18 | / | 3 | 12
CC1(c2ccccc2)NC(=O)N(Cc2ccc([N+](=O)[O-])cc2)C1=O (stereo unspecified) | 2 | -4 | 11 | -0.1 | 0 | -16 | -0.27 | 2 | 7
COc1ccc(CCNC(=O)C2CCN(C(=O)NC3CCCCC3)CC2)cc1 | 17 | -2 | 31 | 0.6 | -7 | -13[20 µM] | -0.17 | 13 | 23
Cc1ccc(N(CC(O)CN2CCCC2)S(=O)(=O)c2ccccc2)cc1 (stereo unspecified) | 1 | 0 | -3 | -0.3 | -6 | -18 | / | 5 | 18
COc1ccccc1NS(=O)(=O)c1cccc(NC(=O)C2CC(=O)N(Cc3ccccc3)C2)c1 (stereo unspecified) | 1 | -1 | -39 | 2.1 | 3 | -14 | 0.44 | -8 | 9
CCOc1ccc(-n2c(=O)c3c4c(sc3n(CC(=O)NCc3ccco3)c2=O)CCC4)cc1 | -4 | -5 | 27 | -0.5 | -14 | -21 | / | -8 | 11
Cc1ccc(NC(=O)c2ccccc2)s1 | -9 | -4 | -18 | 0.8 | -19 | -11[20 µM] | 1.1 | -1 | -6
CCC(c1nnnn1CC1CCCO1)N(CCCO)Cc1cc2cccc(C)c2[nH]c1=O (stereo unspecified) | 2 | 4 | -31 | -2.0 | -10 | -6[20 µM] | / | 1 | 12
Cn1nnnc1Sc1ccc([N+](=O)[O-])cc1Cl | 1 | 19 | -19 | 1.4 | 1 | -8 | 0.39 | -9 | 7
COc1ccc(-c2csc(N(CCCN3CCOCC3)C(=O)c3ccco3)n2)cc1 | 3 | -9 | -31 | -1.0 | 4 | -13 | -4.8 | 0 | 4
SMILES | FXIa inh 1536 | Rad51 HR inh | m-calpain inh | PERK inhibitor | hK5 inh | Furin inhibitor | Cl transport mod | Thrombin inh | FXIIa inh 1536
CCC(C)NC(=O)CCc1c(C)nc2nc(-c3cc(OC)cc(OC)c3)nn2c1C (stereo unspecified) | 5 | -8 | 24 | -0.1 | 5 | 3[20 µM] | -1.8 | -16 | -5
O=C(COc1ccccc1)N(Cc1ccco1)C1CCS(=O)(=O)C1 (stereo unspecified) | 3 | -2 | -13 | 1.3 | 4 | -23 | 0.6 | 0 | 14
COc1cc(OC)cc(C(=O)NC(=S)Nc2cc3oc4ccccc4c3cc2OC)c1 | 10 | -6 | -16 | 1.2 | -1 | -30 | 0.031 | -2 | 7
Cc1nn(C)c(C(=O)Nc2ccc(S(=O)(=O)NC34CC5CC(CC(C5)C3)C4)cc2)c1Br | 2 | -2 | -8 | 0.2 | -3 | -17[20 µM] | 0.7 | -2 | 4
COc1ccc(S(=O)(=O)N2CCCC(C(=O)Nc3ccc(OC)c(OC)c3)C2)cc1 (stereo unspecified) | 0 | -6 | 18 | -1.0 | -6 | -10 | / | -13 | -8
CCCC(NC(=O)c1ccco1)c1nc2ccccc2[nH]1 (stereo unspecified) | 10 | / | -4 | 0.3 | -5 | -28 | -0.69 | 0 | 17
S=C(NCc1ccncc1)NC1CCCCC1 | -3 | -18 | -28 | 0.6 | -3 | -17 | -0.45 | -3 | 5
COc1ccc(C(=O)NNC(=O)CSc2nnc(-c3ccc(O)cc3)n2C)cc1 | 18 | / | 14 | -0.1 | 0 | -11 | 0.42 | -5 | 8
NC(=O)c1cc(-c2ccncc2)nc2ccc(Cl)cc12 | -1 | -18 | -38 | -0.2 | 2 | -18 | 1.1 | -3 | 8

Profiles, quoted from the list. Order of values: FXIa inh 1536 | Rad51 HR inh | m-calpain inh | PERK inhibitor | hK5 inh | Furin inhibitor | Cl transport mod | Thrombin inh | FXIIa inh 1536
CCOC(=O)c1ccc(OS(=O)(=O)c2ccccc2)c(OC)c1 as listed: 3 | 6 | 4 | 0.3 | -13 | 3 | -0.32 | -3 | 6
O=C(COc1ccccc1)N(Cc1ccco1)C1CCS(=O)(=O)C1 (stereo unspecified) as listed: 3 | -2 | -13 | 1.3 | 4 | -23 | 0.6 | 0 | 14

Arranged by the number under hK5 inh (lowest first): 3 from the list above
SMILES | FXIa inh 1536 | Rad51 HR inh | m-calpain inh | PERK inhibitor | hK5 inh | Furin inhibitor | Cl transport mod | Thrombin inh | FXIIa inh 1536
COc1ccc(S(=O)(=O)N2CCCC(C(=O)Nc3ccc(OC)c(OC)c3)C2)cc1 (stereo unspecified) | 0 | -6 | 18 | -1.0 | -6 | -10 | / | -13 | -8
Cc1nn(C)c(C(=O)Nc2ccc(S(=O)(=O)NC34CC5CC(CC(C5)C3)C4)cc2)c1Br | 2 | -2 | -8 | 0.2 | -3 | -17[20 µM] | 0.7 | -2 | 4
COc1ccc(C(=O)NNC(=O)CSc2nnc(-c3ccc(O)cc3)n2C)cc1 | 18 | / | 14 | -0.1 | 0 | -11 | 0.42 | -5 | 8
